# Assay outcomes from PubChem BioAssay.
# EBV LMP1 NFkB: EBV LMP1-driven NF-kappaB luciferase reporter inhibitors, primary screen, cell-based, luminescence, single point. LMP1-induced NF-kappaB luciferase reporter cells. inhibition, % at 12.5 µM. 0.69% of 350,000 active. AID 504558, 2011; in the data active = inhibition above about 41%;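 note: 0% = neutral control wells and 100% = reference inhibitor control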
# NR5A2 inv ag: LRH-1 (NR5A2) inverse agonists, primary screen, cell-based, luminescence, HEK293T, StAR-luciferase reporter. Nuclear receptor subfamily 5 group A member 2 (Homo sapiens), O00482. LRH-1 transfected, 24 h. inhibition, % at 3.6 µM. 0.13% of 360,000 active. AID 602396, 2012;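 active = inhibition above the mean inhibition of all tested compounds plus 3 SD, cut at about 73% in these data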;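 note: 0% = DMSO wells and 100% = reporter-only cells lacking LRH-1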
# MC4R barr agon: MC4R agonists recruiting beta-arrestin, primary screen, cell-based, luminescence, agonist arm of biased-ligand search; U2OS MC4R beta-arrestin complementation; percent of melanotan II response, DMSO zero; activation, % at 8.9 µM; 0.98% of 360,000 active; AID 540308, 2011;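 active = activation above a per-plate cutoff, the mean activation of sample wells on that plate plus 3 SD, cut at about 8% in these data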
# NCOA3 inh: SRC3 coactivator transcriptional activity inhibitors, primary screen, cell-based, luminescence; HEK293 GAL4-SRC3 luciferase reporter; inhibition, % at 3.6 µM; 0.17% of 360,000 active;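 active = inhibition above a per-campaign cutoff, the mean of all compounds plus 3 SD, cut at about 60% in these data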;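 note: 0% = DMSO-treated cells and 100% = gossypol-treated cells at 36 µM; higher means less SRC3-driven luciferase light from the GAL4 reporter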
# NCOA1 inh: SRC1 coactivator transcriptional activity inhibitors, primary screen, cell-based, luminescence; Nuclear receptor coactivator 1 (Homo sapiens), Q15788; HEK293 GAL4-SRC1 luciferase reporter; inhibition, % at 3.6 µM; 0.12% of 360,000 active;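 active = inhibition above the campaign mean plus 3 SD, with each screening campaign given its own cutoff, cut at about 60% in these data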;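 note: 0% = DMSO treated cells and 100% = gossypol at 36 µM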
# MC4R antagonist: MC4R antagonists of cAMP signaling, primary screen, cell-based, TR-FRET, antagonist arm of biased-ligand search. MC4R-expressing cells, MTII-stimulated cAMP, LANCE TR-FRET. Melanocortin receptor 4 (Homo sapiens), P32245. inhibition, % at 6.5 µM. AID 540295, 2011. 0.48% of 360,000 active;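 active = inhibition above its plate's cutoff, the mean of tested wells on that plate plus 3 SD, cut at about 29% in these data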;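 note: 0% = Melanotan II alone and 100% = Melanotan II plus saturating MCL0020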
#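 material = U2OS cells stably expressing human melanocortin 4 receptor (MC4R) | also added = Melanotan II challenge | dosing = single nominal compound dose of 6.5 µM | detection = TR-FRET with Eu-cAMP and labeled anti-cAMP, 671 nm | replication = singlicate | timing = compound 30 min, challenge 1 h, detection 1 h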
# TLR9-MyD88 block: inhibitors of TLR9-MyD88 association in cells, primary screen, cell-based, CHO, BLA complementation, fluorescence | Toll-like receptor 9 (Homo sapiens) + Myeloid differentiation primary response protein … | CCF4 FRET ratio | inhibition, % at 4.98 µM | 0.21% of 340,000 active | AID 504734, 2011;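 active = inhibition above the mean over all tested compounds plus 3 SD, cut at about 21% in these data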;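 note: 0% = DMSO only wells and 100% = clavulanate BLA inhibitor control wells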
# NR2F2 inh: NR2F2 transcriptional activity inhibitors, primary screen, cell-based, luciferase reporter, HEK293T, luminescence; COUP transcription factor 2 (Homo sapiens), P24468; HEK293T NGFI-A luciferase reporter; inhibition, % at 8.6 µM; 0.7% of 370,000 active; AID 686940, 2013;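 active = inhibition above a per-plate cutoff, mean inhibition of test wells between control levels plus 3 SD, cut at about 38% in these data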;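 note: cells cotransfected with COUP-TFII expression vector driving the NGFI-A reporter; 0% = median of COUP-TF2 test wells and 100% = reporter-only cells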
# NOD2 RIPK2 PPI: NOD2-RIPK2 binding disruptors in cells, primary screen, fluorescence, CHO cells, BLA complementation; Receptor-interacting serine/threonine-protein kinase 2 (Homo sapiens), O43353; CCF4 ratio; inhibition, % at 4.98 µM; 0.38% of 360,000 active; AID 624267, 2012; in the data active = inhibition above about 21%;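 note: 0% = vehicle only and 100% = reference blocker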
# NCOA2 inhibitor: inhibition of GAL4-SRC2 driven luciferase reporter, primary screen, SRC2 inhibitor project, cell-based, luminescence; HEK293 GAL4-SRC2 luciferase reporter; inhibition, % at 9 µM; 0.17% of 370,000 active;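 active = inhibition above the mean inhibition of all tested compounds plus 3 SD, set per campaign, cut at about 52% in these data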;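 note: 0% = DMSO treated cells and 100% = cells given Gossypol at 36 µM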
# ABHD5 PLIN5 PPI: ABHD5-PLIN5 interaction inhibitors, primary screen, cell lysate, split luciferase complementation, luminescence; Perilipin-5 (Homo sapiens) + 1-acylglycerol-3-phosphate O-acyltransferase ABHD5 (Homo …; Split G. princeps luciferase complementation, 4 h; inhibition, % at 4 µM; 0.78% of 360,000 active; AID 602281, 2012;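 active = inhibition above the mean inhibition across every tested compound plus 3 SD, cut at about 22% in these data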;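 note: 0% = DMSO only wells and the 100% control is not disclosed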
# Target sequence (Q00G26 whole entry, looked up): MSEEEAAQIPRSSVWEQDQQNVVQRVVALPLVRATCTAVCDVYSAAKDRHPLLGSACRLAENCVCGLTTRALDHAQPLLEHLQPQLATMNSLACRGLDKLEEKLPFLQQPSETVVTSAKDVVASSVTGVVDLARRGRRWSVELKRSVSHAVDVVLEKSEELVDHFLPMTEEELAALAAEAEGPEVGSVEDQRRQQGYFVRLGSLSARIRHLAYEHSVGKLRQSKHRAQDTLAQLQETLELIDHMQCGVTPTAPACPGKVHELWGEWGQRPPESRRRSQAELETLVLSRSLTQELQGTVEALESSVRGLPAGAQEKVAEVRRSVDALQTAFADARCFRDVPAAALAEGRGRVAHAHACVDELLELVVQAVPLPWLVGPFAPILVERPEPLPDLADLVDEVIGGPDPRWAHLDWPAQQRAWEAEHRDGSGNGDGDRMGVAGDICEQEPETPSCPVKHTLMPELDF
# Target sequence (Q8WTS1 whole entry, looked up): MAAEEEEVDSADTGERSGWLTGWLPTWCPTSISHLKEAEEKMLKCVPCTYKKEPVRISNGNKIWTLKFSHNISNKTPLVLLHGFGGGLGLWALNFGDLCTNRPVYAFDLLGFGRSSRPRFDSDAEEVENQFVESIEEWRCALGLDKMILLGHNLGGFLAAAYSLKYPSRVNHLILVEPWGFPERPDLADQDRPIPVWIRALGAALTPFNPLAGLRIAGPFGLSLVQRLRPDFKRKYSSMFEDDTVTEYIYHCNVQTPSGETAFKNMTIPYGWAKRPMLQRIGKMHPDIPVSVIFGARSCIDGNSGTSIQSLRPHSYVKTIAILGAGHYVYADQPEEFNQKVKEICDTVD
# An asterisk follows results filed as active; · = no result given. An excerpt, so the mix of outcomes need not match the whole.
molecule	EBV LMP1 NFkB	NR5A2 inv ag	MC4R barr agon	NCOA3 inh	NCOA1 inh	MC4R antagonist	TLR9-MyD88 block	NR2F2 inh	NOD2 RIPK2 PPI	NCOA2 inhibitor	ABHD5 PLIN5 PPI
COc1ccc(CN(Cc2ccc(C(=O)O)cc2)C(=S)Nc2cc(C)cc(C)c2)cc1OC	4	-4	0.5	11	-6	9	3	-26	6	1	1
COc1ccc(NS(=O)(=O)c2ccc(NC(=O)c3ccc(N(C)S(C)(=O)=O)cc3)cc2)c(OC)c1	23	25	2.8	34	29	6	2	31	-10	17	6
Cc1ccc(C(=O)N2CC(=O)Nc3ccc(F)cc3C2c2ccc(F)cc2)cc1 (configuration not stated)	8	-14	0.1	20	13	27	-4	9	-9	11	3
CCOC(=O)c1cnn(-c2nc(CC)nc3sc4c(c23)CCC4)c1N	6	-4	-0.7	-24	9	1	-7	17	3	2	2
Cn1nc(-c2ccc(Cl)cc2)c2cc(C(=O)N3CCCC3)sc21	34	-13	2.8	4	-21	23	-11	-17	-7	-5	4
CC(C)c1cccc(C(C)C)c1NC(=O)COC(=O)c1ccc2c(c1)S(=O)(=O)c1ccccc1C2=O	4	-5	-1.6	10	7	8	-3	2	-4	-5	1
COC(=O)c1cccc(NC(=O)c2cccs2)c1C	5	-19	-1.6	-14	-6	2	-5	-3	2	-22	-2
COc1cc(/C=C(\C#N)C(=O)Nc2cccc(C(=O)O)c2)ccc1OCc1ccc(C)cc1	-18	-78	-1.1	-91	-80	8	-3	-24	1	-34	-3
Cc1ccc(N2C(=O)SC(N(CC(=O)O)c3ccc(C)cc3)C2=O)cc1 (configuration not stated)	-3	-2	0.0	14	-3	12	4	27	-1	8	-13
CC(C)c1ccc(/C=N/NC(=O)c2c(Cl)cnn2C)cc1	-10	-129	0.5	-75	-92	2	9	-30	-8	-72	4
COc1ccc(NS(=O)(=O)c2cccc(C(=O)N/N=C/c3ccc4c(c3)OCCO4)c2)cc1	8	2	-2.0	-4	-4	6	0	17	-3	-1	-3
CCOC(=O)c1c(CSc2ccccc2)n(C)c2cc(Br)c(O)c(CN(C)C)c12	9	3	1.5	-5	11	14	-2	8	-1	-4	7
CCc1nnc(NC(=O)c2ccc(S(=O)(=O)N3CCN(Cc4ccccc4)CC3)cc2)s1	-7	-6	2.5	-22	0	0	-5	4	0	-5	0
CC(=O)Oc1ccccc1Cn1c(C)c(C(=O)NCc2ccc(Cl)c(Cl)c2)sc1=O	·	0	-1.2	-7	-66	4	·	28	-3	-3	4
O=S(=O)(c1cccc2cccnc12)N1CCN(c2ccccn2)CC1	-3	-8	-2.4	7	2	-6	-3	-1	-2	12	0
CCOc1ncccc1C(=O)Nc1ccc2c(c1)OCCO2	-1	3	-0.5	-30	5	6	-8	-14	-1	5	7
Cc1nc2c(nnn2Cc2ccccc2)c(=O)[nH]1	13	5	-2.0	-12	-56	0	0	15	-12	-8	-6
Cc1ccc(Nc2ncc3c(n2)CC(C)CC3=O)c(C)c1 (configuration not stated)	-20	-181	-0.9	-85	-195	1	-8	-26	-9	-82	1
COc1ccc(C(=O)NC23CC4CC(CC(C4)C2)C3)cc1	-7	-9	-0.8	-57	-10	7	-8	3	1	15	2
COC(=O)[C@]1(Cc2ccccc2)N[C@H](CN(C)C(=O)c2ccc(F)cc2)[C@@H]2C(=O)N(C)C(=O)[C@@H]21	-3	5	-0.5	13	5	2	2	-2	3	13	9
CCCCCCCc1nc2nc(C)c(Br)c(=O)n2[nH]1	1	-5	-0.4	9	1	2	3	-4	-13	4	-3
CCCN(C(=O)CSCc1ccc(Cl)cc1)c1c(N)n(Cc2ccccc2)c(=O)[nH]c1=O	-5	-5	-0.3	-8	-3	12	4	-13	7	-23	1
Cn1cnc(NCc2ccccc2)c1[N+](=O)[O-]	8	18	-1.5	10	3	1	·	1	-6	-23	7
Cc1ccccc1Nc1nnc(SCC2CCCCO2)s1 (configuration not stated)	-15	-140	-3.1	-46	-91	-7	-2	-40	1	-1	-2
O=C(COC(=O)c1nc(Cl)ccc1Cl)Nc1cccc(S(=O)(=O)N2CCOCC2)c1	-3	-11	-1.9	6	-22	9	-7	-1	-9	-40	14
CC1C(=O)N(Cc2cn(CCC3OCCO3)nn2)CCS(=O)(=O)N1Cc1ccc(-c2ccc(F)nc2)cc1 (configuration not stated)	-1	-4	0.0	1	22	-4	-2	-12	-2	17	4
CC(Sc1nnc(-c2ccco2)n1N)C(=O)NC1CCCCC1C (configuration not stated)	2	6	1.8	11	10	11	-1	3	7	-10	10
CCOC(=O)c1oc2c(c1C)/C(=N/O)CCC2	-2	-10	0.1	-31	-34	-7	6	-46	7	-23	1
CCOC(=O)C1=C(Cn2ccc(C(F)(F)F)n2)NC(=O)NC1c1ccc2c(c1)OCO2 (configuration not stated)	0	7	-2.0	18	-8	5	-12	12	15	-10	0
O=C(CSc1nnc(-c2ccc(F)cc2)n1-c1ccccc1)NCCN1C(=O)CSC1=O	26	7	1.4	-15	-1	21	-3	-5	-9	-36	-2
CC(Sc1nnc2n1CCCCC2)C(=O)Nc1cccc(S(=O)(=O)N2CCOCC2)c1 (configuration not stated)	-6	11	-0.1	5	2	11	1	15	2	-36	8
Nc1cccc(C(=O)Nc2ccccc2Cl)c1	-7	-9	-1.4	-20	-27	5	-11	-2	-1	-12	-2
Cc1ccc(NC(=O)C2CC(c3ccc(F)cc3)=NO2)cc1 (configuration not stated)	-5	0	-1.8	11	-8	20	-8	7	3	11	-2
COc1ccccc1/C=C/C(=O)NNC(=O)c1cc(C)oc1C	11	0	-0.3	-1	-30	-3	-4	-3	-6	-12	4
COc1ccc2cc(C(c3nnnn3C3CCCC3)N3CCc4ccccc4C3)c(=O)[nH]c2c1 (configuration not stated)	-4	-5	-1.3	12	7	1	6	13	-1	-9	-29
COC(=O)c1cccc(Oc2nc3c(c(=O)n(C)c(=O)n3C)n2Cc2ccc(C)cc2)c1	-8	-3	1.9	-8	-13	-17	-1	-12	-5	-4	-1
Cc1nc(NC(=S)Nc2ccccc2)sc1C	-18	-112	-3.4	-61	-57	-5	5	-15	6	-52	-1
CN1C(=O)CSc2ccc(NC(=O)NCc3ccccc3)cc21	0	9	-0.1	-20	-89	8	6	-12	-1	-20	1
Cc1nc(C)c(-c2csc(Nc3ccc(F)cc3)n2)s1	-57	-33	2.1	-52	-30	4	5	-16	-4	-9	1
COc1ccc2oc(C(=O)Nc3nc4ccccc4[nH]3)c(C)c2c1	-5	-170	-3.5	-82	-64	-4	-11	-27	-6	-38	-1
CCOc1ccc(NC(=O)COC(=O)CCCc2c[nH]c3ccccc23)cc1	-7	9	0.8	1	0	16	3	11	2	29	-4
CCOc1ccccc1C(=O)Nc1ccc(S(=O)(=O)Nc2cc(OC)nc(OC)n2)cc1	-4	6	-0.1	2	4	7	3	19	-6	-40	4
NC(=O)C1(N2CCCCC2)CCN(c2ccc3nnc(-c4ccccc4)n3n2)CC1	3	-40	0.5	-12	0	-1	0	10	6	5	8
CCC(=O)NC(NC(=S)Nc1ccccc1Br)C(Cl)(Cl)Cl (configuration not stated)	-2	9	-2.2	18	14	1	-4	7	-1	-30	-6
Cn1cnc(S(=O)(=O)N2CCN(c3cccc(Cl)c3)CC2)c1	-2	15	2.8	26	24	-4	-6	6	-9	14	19
N#CC(c1ccc(Cl)cc1)N1CCOCC1 (configuration not stated)	1	10	-0.9	1	1	-1	-6	7	0	3	-5
CCOC(=O)c1cnc2ccc(C(=O)OC)cc2c1Nc1ccc(C(=O)O)cc1	0	10	0.7	11	-27	2	0	17	8	-14	0
CC(=O)c1cccc(NC(=O)C(C)OC(=O)c2ccc(Br)o2)c1 (configuration not stated)	1	-6	0.7	8	-12	8	1	-14	-3	12	-1
COc1ccc(OCC(=O)Nc2ccccc2OC(F)F)cc1	-1	-29	-0.7	-6	-12	-7	0	-10	-19	-49	-3
Clc1cc2c(c(CSc3nc4ccccc4n4cccc34)c1)OCOC2	-5	-5	-2.4	-10	-38	7	6	-3	-6	-8	2
COCCCNC(=O)C[C@H]1C[C@H](C(=O)N2CCCCC2)[C@@]2(C)c3[nH]c4cc(-c5ccco5)ccc4c3CCN2C1=O	0	-12	-1.8	-2	5	0	3	6	-4	15	16
CN(C(=O)c1cccc(NC(=O)Cc2ccc(NC(=O)C3CCN(C(=O)C4CC4)CC3)cc2)c1)C1CCCC1	-3	-14	-2.0	14	-5	11	0	-17	1	-18	9
C#CCOCCOCCOCCNc1nc(N2CCN(C(=O)C([C@@H](C)O)n3cc([C@@H](N)CCCCN)nn3)CC2)nc(N2CCN(C(=O)[C@H](CCCN=C(N)N)n3cc(C(N)[C@@H](C)CC)nn3)CC2)n1 (some centres not stated)	6	-15	-1.5	-17	0	-3	4	·	-4	·	2
O=C(Nc1ccc2c(c1)OCCO2)C(c1ccnc2ccccc12)N1CCN(c2ccc(C(F)(F)F)cn2)CC1 (configuration not stated)	·	33	·	56	52	·	·	16	6	38	12
COc1ccc(C2C(C(=O)C(C)(C)C)=C(O)C(=O)N2Cc2ccccc2)cc1 (configuration not stated)	4	17	-0.1	13	16	11	0	3	-5	14	1
O=C(Nc1nc(-c2ccco2)c(-c2ccco2)s1)c1ccc(F)cc1F	-29	1	-1.1	-15	-3	3	-2	2	4	-24	18
CCCOP(=O)(OCCC)C(NC(=O)C(C)(C)C)c1ccccc1 (configuration not stated)	-8	11	1.1	12	-29	9	9	7	-4	10	-12
COC(C)(C)c1cc(C(C)(C)C)nc(N)n1	-6	2	-1.8	5	2	-8	2	0	-8	7	-1
